# D1 antagonist: antagonists of human D1 dopamine receptor. P21728. HEK293 TREx D1 cells, calcium flux, dopamine EC80; active compounds read low. activity change, negative = inhibition, % at 10 µM. 360,000 compounds, 3.2% hits. AID 504652; in the data active means activity change below about -30%; further: on the % scale 0 is the no-effect control and ±100 the full control effect
#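 Using tetracycline-induced force-coupled D1 Hek293 cells and a calcium dye, signals were followed for 180 s after compound, then for 180 s after EC80 dopamine, to detect inhibitors.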
# D1 PAM: enhances dopamine response at the human D1 receptor. HEK293 TREx D1 cells, calcium flux, dopamine EC20 potentiation. potentiation, % at 10 µM. 360,000 compounds, 0.036% hits. AID 504651; in the data active means potentiation above about 30%; further: 0% is about no effect
# D1 agonist: human D1 receptor agonism | HEK293 T-REx D1 cells, calcium flux, agonist mode | activation, % at 2 µM | 360,000 compounds, 1% hits; in the data active means activation above about 30%; further: 0% is about no effect
#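 Agonism was scored from calcium flux recorded over 180 s (1 read/s) after pintool compound addition, following a 10-cycle baseline. Cells were inducible force-coupled HEK293 TREx D1, plated overnight at 30 C and loaded with no-wash calcium dye.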
# RXFP1 ag: agonists of human relaxin receptor RXFP1. Q9HBX9. HEK293T-RXFP1 cAMP TR-FRET, 30 min; response scale: percent of porcine relaxin response, buffer zero. Potency, µM (series often up to 57.5 µM), for inactives: at the top dose activation, actives largely listed as activators. 370,000 compounds, 0.3% hits. AID 2676; active means well fitted activation curve with a large enough effect; inconclusive means small, poorly fitted or top-dose-only effect; further: potency means the concentration at half of the fitted maximal effect; on the % scale 0 is the no-effect control and ±100 the full control effect; nearly all actives have a fitted effect of over 60% in size; many of its hits are not listed in these tables
#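 Agonist response is measured as cAMP accumulation in an RXFP1-transfected HEK293T line under PDE4 inhibition. Values are scaled between buffer-only and 29 nM porcine relaxin, and EC50s come from standard Hill equation fits.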
# D2 antagonist: antagonists of human D2 dopamine receptor; P14416; HEK293 TREx D2 cells, calcium flux, dopamine EC80; inhibition, % at 10 µM; 340,000 compounds, 2% hits; AID 485344; in the data active means inhibition above about 30%; further: 0% is about no effect
# Target sequence (P14416 whole entry, looked up): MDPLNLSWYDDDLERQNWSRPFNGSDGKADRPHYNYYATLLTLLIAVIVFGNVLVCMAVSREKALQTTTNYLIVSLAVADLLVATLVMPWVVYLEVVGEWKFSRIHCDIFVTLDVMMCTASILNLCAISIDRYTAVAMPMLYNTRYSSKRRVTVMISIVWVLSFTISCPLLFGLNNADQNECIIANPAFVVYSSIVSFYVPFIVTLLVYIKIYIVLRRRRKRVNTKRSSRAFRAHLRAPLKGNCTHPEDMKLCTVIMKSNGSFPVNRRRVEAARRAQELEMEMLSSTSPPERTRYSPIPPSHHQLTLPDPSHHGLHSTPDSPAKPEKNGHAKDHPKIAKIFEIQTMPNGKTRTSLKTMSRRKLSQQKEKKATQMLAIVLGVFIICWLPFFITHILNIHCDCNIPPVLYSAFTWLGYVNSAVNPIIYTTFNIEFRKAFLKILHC
#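 Dopamine at EC80 is the agonist stimulus; test compounds precede it by 180 s. Calcium flux read kinetically in a force-coupled, inducible HEK293 T-REx D2 cell line.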
# D2 potentiator: D2 dopamine receptor (human) potentiation | HEK293 T-REx D2, calcium flux, EC20 dopamine potentiation | potentiation, % at 10 µM | 340,000 compounds, 0.34% hits | P14416;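 active means potentiation over 3 SD above the plate norm, cut at about 30% in these data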; further: 0% is about no effect
#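 Calcium flux readout, no-wash dye, 1 read/s. Inducible HEK293 Trex D2 line, overnight 30 C. Compound alone 180 s (agonist flags), then EC20 dopamine, another 180 s to score potentiation.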
# D2 ag: agonists of human D2 dopamine receptor. P14416. HEK293 T-REx D2 cells, calcium flux agonist mode. activation, % at 2 µM. 340,000 compounds, 0.53% hits. AID 485358;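 active means activation over 3 SD above normal in the single-dose calcium agonist read, cut at about 30% in these data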; further: 0% is about no effect
#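 In this primary screen, compounds producing a positive calcium signal within 180 s of addition to tetracycline-induced, force-coupled HEK293 Trex D2 cells are flagged; cells are dye-loaded with a no-wash calcium kit beforehand.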
# RXFP1 antagonist: blocks the human relaxin receptor RXFP1 | Q9HBX9 | HEK293-RXFP1, relaxin-stimulated cAMP HTRF, 30 min; active compounds read low | activity change, negative = inhibition, % at 57.5 µM | 350,000 compounds, 0.59% hits;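 active means activity change of -60% or lower, but not beyond a set lower limit; inconclusive means change between -60% and -40%, or beyond the set limit; inactive means change above -40%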; further: on the % scale 0 is the no-effect control and ±100 the full control effect
# TRHR enhancer: allosteric enhancers of human TRH receptor; enhancement, % at 2 µM; TRHR cells, fluo-8 calcium fluorescence, EC20 TRH enhancement; P34981; 360,000 compounds, 0.66% hits; AID 493056; in the data active means enhancement above about 30%; further: 0% is about no effect
# Target sequence (P34981 whole entry, looked up): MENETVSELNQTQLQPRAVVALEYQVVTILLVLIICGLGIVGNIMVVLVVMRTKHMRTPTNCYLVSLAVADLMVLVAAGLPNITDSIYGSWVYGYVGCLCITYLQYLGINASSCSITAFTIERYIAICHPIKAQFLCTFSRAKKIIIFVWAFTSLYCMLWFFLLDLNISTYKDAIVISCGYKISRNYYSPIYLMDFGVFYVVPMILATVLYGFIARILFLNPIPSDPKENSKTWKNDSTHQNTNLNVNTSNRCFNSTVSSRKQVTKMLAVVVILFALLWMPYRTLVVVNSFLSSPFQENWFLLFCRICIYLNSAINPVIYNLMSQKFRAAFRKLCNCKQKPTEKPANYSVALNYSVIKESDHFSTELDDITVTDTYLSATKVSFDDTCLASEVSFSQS
#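 TRHR-expressing cells loaded with fluo-8 calcium dye were read kinetically (ex 480/em 530) during compound addition, then stimulated with an EC20 of TRH (10 nM final). Enhancement of the Gq-mediated intracellular calcium response was scored.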
# Starred values were filed as active, the others as inactive; ? = inconclusive; / = not tested or not shown; & = joins results of further samples. This is a subset (hit frequency here may not be typical).
Structure,D1 antagonist,D1 PAM,D1 agonist,RXFP1 ag,D2 antagonist,D2 potentiator,D2 ag,RXFP1 antagonist,TRHR enhancer
COc1cc(SC)ccc1C(=O)Nc1c(Cl)cncc1Cl,-24,-2,3,4.0%,-10,9,-0.3,-9,-1
c1ccc(CCCNCC2COc3ccccc3O2)cc1 (stereo not drawn),-30,-6,4,1.7%,86*,-33,48*,-9,-5
CCCCOc1ccc(NC(=O)CSCC(=O)OCC)cc1,-4,2,1,0.2%,5,10,-0.6,-9,1
COc1ccc(C(=O)Oc2cc(-c3ccc(OC)c(OC)c3)cc(=O)c3c(C)oc(C)c23)cc1,3,-2,1,1.6%,/,4,8.6,-28,6
O=C(O)c1cc(N/N=C/c2c[nH]c3ccccc23)ccc1Cl,-17,-7,1,2.3%,4,14,0.2,-10,19
COc1cccc2sc(Nc3nc(-c4ccncc4)cs3)nc12,-29,-6,2,-0.3%,-20,-7,-0.5,-32,-9
COC(=O)c1ccc(NC(=O)CN2CCN(S(=O)(=O)c3ccc(Br)cc3)CC2)cc1,-2&9,10&4,2&9,-2.7%&-1.6%,-12,3,0.4&-0.7,-9&-12,-2&5
O=C(O)CCC(NC(=O)C1CCCN1C(=O)OCc1ccccc1)C(=O)O (stereo not drawn),-10,-2,1,-1.5%,-3,5,0.3,15,-2
Cn1/c(=N/N=C/c2ccc([N+](=O)[O-])cc2)sc2ccccc21,3,3,30*,-1.3%,5,11,0.1,/,-2
Cc1oc(-c2ccccc2F)nc1CS(=O)(=O)CC(=O)NCCc1ccc(Cl)cc1,-10,-4,14,-0.4%,/,11,0.1,/,1
CC(C)C(NC(=O)Cc1ccccc1[N+](=O)[O-])C(C)C,13,7,4,0.1%,14,3,-0.6,4,10
CCCCNC(=O)C1CCN(c2nc3ccccc3nc2C(F)(F)F)CC1,-3,-4,2,1.8%,/,5,-0.1,/,0
COCCCNC(=O)c1cc(OC)c(OC)c(OC)c1,5,-9,2,-0.1%,5,-10,0.1,10,4
Cc1cccc2c1N(CCOc1ccccc1Cl)C(=O)C2=O,-5,0,4,1.4%,30*,-8,-1.1,-16,5
COc1ccc(NC(=O)c2oc3ccccc3c2NC(=O)C23CC4CC(CC(C4)C2)C3)c(OC)c1,7,2,5,?,/,-1,0.5,/,11
O=C(CCSCCc1ccccn1)Nc1cc(F)ccc1F,-12&-14,1&0,2&2,-2.3%&0.1%,-2,13&-13,-0.5,-6&13,4&1
CCCN1CCC(NC(=O)C2CCN(C(C)=O)CC2)CC1,8,-5,-1,-0.1%,5,-5,1.5,-2,4
CC(=O)N1CCOc2ccc(S(=O)(=O)N3CCCCC3)cc21,-4,-7,6,1.2%,-19,2,0.4,-6,2
CCN(Cc1cnn(C)c1)C(=O)CC1C(=O)NCCN1Cc1cccc(OC)c1OC (stereo not drawn),-3,-4,1,3.3%,/,/,/,4,-7
COc1ccc(CC(=O)N2CCC(n3nccc3NC(=O)C3CCOC3)CC2)cc1 (stereo not drawn),-1,4,5,0.0%,-5,3,0.1,3,9
COc1cccc(/C=N/Nc2ccc(C(=O)O)cc2)c1O,6,1,1,-3.7%,1,0,-0.4,-15,16
O=[N+]([O-])c1ccc(-c2ncc(-c3ccc(Br)cc3)o2)cc1,-9,1,1,1.4%,5,4,0.4,-5,4
O=C(COC(=O)c1ncc(Cl)c(Cl)c1Cl)c1ccc(Cl)s1,-14,0,5,3.5%,9,6,1.6,-5,5
CC(=O)[C@H]1[C@H](CCc2ccccc2)NC(=O)N(Cc2ccccc2)[C@@H]1C,12,-1,6,0.0%,/,/,/,/,0
CCNCC(=O)Nc1c(C)cccc1C,-18,-2,1,-1.5%,7,-10,0.9,/,3
CN(C)c1cccc(C(=O)OCC(=O)Nc2nccs2)c1,-25,-3,1,0.2%,/,/,/,-12,3
O=C(Nc1ccc(N2CCN(C(=O)c3ccco3)CC2)cc1)c1ccccc1F,-3,-1,2,-1.9%,-14,3,0.6,-1,4
Cc1c(Cl)cccc1NC(=O)COC(=O)CN1C(=O)NC(C)(C)C1=O,1,-1,3,0.0%,-14,3,-1.0,8,27
O=C(Nc1nc2cc3c(cc2s1)OCCO3)C1CCCCC1,-2,-1,1,0.0%,8,11,1.5,-68*,2
COC(=O)c1ccc(C(=O)OC)c(NC(=S)N2CCN(c3ccccc3)CC2)c1,-12,2,2,0.5%,-2,2,-0.4,-5,-10
COc1ccc(NC(=O)Cn2c(-c3ccccc3)cn(-c3ccc(C)cc3)c2=O)cc1,-5,1,2,0.5%,-7,-5,-0.6,-6,4
CCc1ccc(N2CC(C(=O)NNC(=O)c3ccc(F)cc3)CC2=O)cc1 (stereo not drawn),-2,-3,1,-0.2%,-5,5,-0.6,8,8
COCCCNC(=O)N1[C@H](c2cccs2)[C@@H](C)C(=O)[C@@H](C)[C@@H]1c1cccs1,10,4,0,-2.2%,/,5,2.0,1,2
CCN(CC(=O)NC(C)(C)C)C(=O)c1ccccc1SCC(=O)NC1CCCCCCC1,0,-1,2,-0.1%,1,12,-0.2,8,6
O=C(NCCCN1CCOCC1)c1ccc(NS(=O)(=O)c2cccc([N+](=O)[O-])c2)cc1,6,1,3,2.7%,9,2,0.6,-1,2
O=C(c1ccc([N+](=O)[O-])cc1)N(Cc1ccc(Cl)cc1Cl)N1C(=O)CCCC1=O,-13,-11,1,2.5%,22,5,-0.8,17,-8
COc1cccc(C(C(=O)NC2CCCC2)N(Cc2ccc(C)cc2)C(=O)c2ccco2)c1OC (stereo not drawn),3,-6,-2,1.6%,-18,18,0.3,0,0
CC1(C)Cc2c(C#N)c(N)n(-c3ccccc3)c(=S)c2CO1,0,7,1,5.5%,3,9,1.7,-23,4
O=C(NCCNC(=O)C(F)(F)F)c1ccncc1,4,-4,3,0.7%,16,11,-2.2,12,10
Cc1ccc(OC(=O)CCC(=O)Nc2ccc(S(=O)(=O)Nc3cc(C)on3)cc2)cc1,-3,4,-1,1.1%,-19,3,-1.1,-11,0
O=C(NC1CCN(Cc2ccccc2)CC1)c1cccc(Br)c1,0,-13,5,0.8%,98*,-26,-0.1,-16,-2
O=C(CN1CC(c2ccccc2)CC1=O)OCc1cccc(Br)c1 (stereo not drawn),8,-5,0,1.4%,2,-6,-0.4,4,0
COc1ccc(-c2ccc([C@H]3[C@H]4C=CC[C@@H](C)[C@@H]4C(=O)N3Cc3ccccc3)c(F)c2)cc1C,15,2,2,0.0%,-14,-4,-0.3,/,4
COc1ccc(N=C2S/C(=C\c3ccco3)C(=O)N2CC(C)C)cc1,-1,4,-1,3.7%,36*,10,0.5,1,1
Cc1nc(C(=O)NCCC(C)C)sc1C1(C)CC(c2cccc([N+](=O)[O-])c2)=NO1 (stereo not drawn),3,-7,4,3.0%,9,7,-0.9,/,-1
O=C(c1oc2ccccc2c1CSCc1ccccc1)N1CCN(c2ncccn2)CC1,-22,1,6,-1.2%,-8,3,1.1,-13,-5
CCN(CC)C(=O)CSc1nnc([C@@H](NC(=O)OC(C)(C)C)C(C)C)o1,-2,-3,2,-0.2%,-23,-5,0.0,24,6
Cc1ccc(CNC(=O)Cc2c(C)c3c(cc(C)c4c(C)coc43)oc2=O)cc1,5,-1,0,-1.3%,/,16,0.9,8,-2

# Record cards, from the list above.
# Cc1nc(C(=O)NCCC(C)C)sc1C1(C)CC(c2cccc([N+](=O)[O-])c2)=NO1 (stereo not drawn) in the list: D1 antagonist = 3; D1 PAM = -7; D1 agonist = 4; RXFP1 ag = 3.0%; D2 antagonist = 9; D2 potentiator = 7; D2 ag = -0.9; RXFP1 antagonist = /; TRHR enhancer = -1
# CCN(CC)C(=O)CSc1nnc([C@@H](NC(=O)OC(C)(C)C)C(C)C)o1 in the list: D1 antagonist = -2; D1 PAM = -3; D1 agonist = 2; RXFP1 ag = -0.2%; D2 antagonist = -23; D2 potentiator = -5; D2 ag = 0.0; RXFP1 antagonist = 24; TRHR enhancer = 6

# Following part.
Structure,D1 antagonist,D1 PAM,D1 agonist,RXFP1 ag,D2 antagonist,D2 potentiator,D2 ag,RXFP1 antagonist,TRHR enhancer
CC(C)CCNC(=O)C(NS(=O)(=O)c1ccc2c(c1)c(=O)n(C)c(=O)n2C)c1ccccc1 (stereo not drawn),4,-1,0,0.4%,-10,-9,0.0,/,-1
Clc1ccccc1CSc1nnc([C@@H]2CCCN2)o1,9,-7,1,3.4%,6,-7,-0.6,11,1
COc1ccccc1N1CCN(C(=O)CCc2nnc3n(C)c(=O)c4sccc4n23)CC1,4,0,0,16%,/,0,-0.4,/,0
O=C1N(CN2CCOCC2)c2ccccc2C12OCC(CCl)O2 (stereo not drawn),-3,2,6,1.1%,-5,-6,0.7,-7,-14
CC1CCc2sc(C(=O)N/N=C/c3ccc([N+](=O)[O-])cc3)cc2C1 (stereo not drawn),0,-6,1,1.8%,-10,8,0.4,9,3
COc1cccc(CNC(=O)CCNS(=O)(=O)c2cccs2)c1,-7,-7,1,-0.9%,-21,5,0.6,6,3
Cn1cnnc1SCC(=O)Nc1cc(C(=O)O)cc(C(=O)O)c1,-1,-4,2,-0.5%,/,12,0.0,2,3
CN(CCCNC(=O)CSc1cc(=O)n(C)c2ccc(Cl)cc12)Cc1ccccc1,5,-2,1,-1.0%,0,/,-0.1,13,-9
COc1ccc(C2C(C#N)=C(N)Oc3cccc(O)c32)cc1 (stereo not drawn),3,-2,3,-0.3%,-4,-2,-1.3,0,3
COc1ccc(-c2csc(NC(=O)CSc3nnc(Nc4ccccc4C)s3)n2)cc1,1,-4,1,4.5%,-1,-2,0.5,-36,1
COc1ccc2c(c1)CC(C(=O)NCCc1ccc(S(N)(=O)=O)cc1)CO2 (stereo not drawn),8,2,0,2.2%,/,8,0.2,3,3
O=C(O)Cc1ccc(Nc2cnn(C34CC5CC(CC(CC(=O)O)(C5)C3)C4)c(=O)c2Cl)cc1,0,-2,-1,8.5%,-1,-2,0.7,-24,-2
COc1ccc(CC(=O)N2N=C(C)CC2(O)C(F)(F)F)cc1 (stereo not drawn),-2,4,4,9.0%,5,4,0.5,-10,4
C/C(=N\Nc1ccc(C(=O)O)cc1)c1ccc(S(=O)(=O)NCc2ccco2)cc1,6,-7,2,-1.4%,-11,-7,0.5,-1,1
CCCC(=O)NCCc1nc2ccccc2n1Cc1c(F)cccc1Cl,1,2,1,2.4%,/,13,/,/,-5

# Bioassay records: PubChem, National Center for Advancing Translational Sciences (NCATS)
